IMPase Li cell: IMPase inhibition in cells with lithium potentiation. CHO-M1 cells, IP1 TR-FRET (IP-One), carbachol + lithium. Potency, µM (highest dose often 59.4 µM), for the others: at the highest dose activity, negative = IMPase inhibition, usual class: inhibitors. actives 0.35% (n = 210,000). AID 1457;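 further: IP1 builds up when IMPase is blocked and the TR-FRET signal falls; plate controls were basal vehicle for no effect and high inhibitor control for full effect; nearly all actives have a fitted effect of over 50% in size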
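Steps: plate 2000 CHO-M1 cells per well and culture 16–30 h; add compound and lithium; incubate 30 min, 37C; add d2-IP1 tracer and Eu cryptate anti-IP1 antibody in lysis buffer; read after 10 min at room temperature.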
KinaseGlo FLuc: blocks Kinase-Glo luciferase, a counter-screen artifact; Q27757; Kinase-Glo luciferase, ATP luminescence, 8 min; Potency, µM (highest dose often 38.3 µM), for inactives: at the top dose activity change, negative = inhibition, hits mostly inhibitors; actives 0.28% (n = 200,000); AID 1379; further: nearly all actives have a fitted effect of over 60% in size
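Kinase-Glo luciferase light output from ATP and luciferin was measured with 10 uM ATP, within the enzyme's linear range. Buffer: 50 mM imidazole pH 7.2, 50 mM KCl, 7 mM MgCl2, 0.01% Tween 20, 0.05% BSA; luminescence read after 8 min at ambient temperature.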
* hit, by the source's call; & = joins results of further samples; [ ] = dose if it differs, or a comment. The call rests on the fitted dose curve; in most records, active means well fitted curve in the direction sought with a large enough effect; inconclusive means small, poorly fitted or top-dose-only effect, or another doubt; inactive means no such curve, though single readings can be large; an effect the other way counts as inactive or inconclusive. Unless noted, on the % scale 0 is the no-effect control and ±100 the full control effect; potency means the concentration at half of the fitted maximal effect. A portion of the library, so the mix of outcomes need not match the whole.

SMILES	IMPase Li cell	KinaseGlo FLuc
O=C(c1cnccn1)N1CCC2(CC1)CN(c1ccccn1)C2	7.8%	-1.7%
C[C@@]12CCC(=O)C=C1CC[C@H]1C2[C@@H](O)C[C@]2(C)[C@@H]1CC[C@@]2(O)C(=O)COC(=O)C1CCCC1 (some centres undefined)	-5.0%	-5.7%[7.66 µM]
O=C(O)c1cc(-c2ccc(-c3ccccc3)cc2)nc2cc3ccccc3cc12	-1.2%	-4.4%[7.66 µM]
COc1ccc(NC(=O)N2CCC3(CC2)CCN(S(=O)(=O)c2ccccc2)CC3)cc1	18.1%	-1.2%
COc1ccc(C(=O)N2CCC3(CCN(Cc4ccncc4)CC3)CC2)cc1	2.2%	-2.2%
N#Cc1cccc(NC(=O)N2CCC3(CC2)CCN(C(=O)c2cccc(F)c2)CC3)c1	11.5%	-1.2%
O=Nc1c(O)[nH]c2ccccc12.[Cu].[O-]/N=C1/C(=[OH+])Nc2ccccc21	-10.1%	0.2%[7.66 µM]
Cc1cc(Cc2cc(C)cc(C(C)(C)C)c2O)c(O)c(Cc2cc(C)cc(C(C)(C)C)c2O)c1	7.8%	-2.1%[7.66 µM]
N#CCCn1c(=O)c(CCc2ccccc2)nc2cnc(Oc3ccccc3)nc21	8.6%	-3.4%
Cc1ccc(SCN2CCCCC2)cc1 (tested in a mixture with another compound)	-2.9%	-5.9%[7.66 µM]
O=C(O)c1nnsc1-c1ccc(-c2snnc2C(=O)O)cc1	-1.2%	-4.1%[7.66 µM]
N=C(N)SCc1cc(Cl)cc(Cl)c1O	3.4%	-3.5%[7.66 µM]
CC(C)CNc1nc2ncnc(N)c2[nH]1	-12.4%	-1.4%[7.66 µM]
CN1CCN(CCCN)CC1	-7.3%	-9.4%[7.66 µM]
C[N@@+]1(CC[N@@+]2(C)CCC[C@H]2c2cccnc2)CCC[C@@H]1c1cccnc1	-16.5%	2.0%[7.66 µM]
O=S(=O)(O)c1ccc2cc(N=Nc3cc(S(=O)(=O)O)c4cccnc4c3O)ccc2c1	-6.5%	-4.5%[7.66 µM]
O=C(c1ccncc1)N1CCC2(CCCN(C(c3ccccc3)c3ccccc3)C2)CC1	22.0%	-0.3%
C[N+]1(C)CCO[C@](O)(c2ccccc2)C1	3.8%	-4.0%[7.66 µM]
CC(C)NC(=O)N1CC2(CCN(C(=O)c3ccco3)CC2)C1	-5.3%	2.2%
O=c1c(-c2ccccc2)nc2cnc(N3CCNCC3)nc2n1C1CC1	-10.4%	-4.2%

2 entries from above, reformatted.
SMILES: COc1ccc(NC(=O)N2CCC3(CC2)CCN(S(=O)(=O)c2ccccc2)CC3)cc1
  IMPase Li cell = 18.1% | KinaseGlo FLuc = -1.2%
SMILES: COc1ccc(C(=O)N2CCC3(CCN(Cc4ccncc4)CC3)CC2)cc1
  IMPase Li cell = 2.2% | KinaseGlo FLuc = -2.2%

Other entries
SMILES	IMPase Li cell	KinaseGlo FLuc
COc1ccc(C(=O)N2CCC3(CCCN(C(=O)Nc4cccc(F)c4)C3)CC2)cc1	8.0%	-2.9%
O=C(c1cnccn1)N1CCC2(CC1)CN(Cc1ccccc1)C2	18.0%	-1.0%
c1ccc2c(c1)nnn2CN1CCOCC1	-16.8%	-1.5%[7.66 µM]
C[C@]12CC[C@H]3c4ccc(O)cc4CC[C@@H]3[C@H]1C/C(=N/O)[C@H]2O	5.8%	-4.2%[7.66 µM]
O=C(N/N=C\c1cccc(O)c1)c1ccncc1	2.8%	-2.4%[7.66 µM]
C(=N/Nc1ccccn1)/c1cccnc1	4.8%	-2.8%[7.66 µM]
Cc1cc(C)nc(SCCc2cccc[n+]2C)n1	-1.8%	-6.2%[7.66 µM]
C=CC[C@@H](C(=O)O)c1ccccc1	-9.9%	-3.1%[7.66 µM]
c1ccc(B2OC[C@@H]3OB(c4ccccc4)O[C@H]([C@@H]4COB(c5ccccc5)O4)[C@@H]3O2)cc1	-5.2%	-5.6%[7.66 µM]
O=C(CON1C(=O)c2ccccc2C1=O)c1ccccc1	9.5%	-1.7%[7.66 µM]
Nc1nccc(Nc2ccc(S(N)(=O)=O)cc2)n1	0.5%	0.4%[7.66 µM]
CC(C)c1cc(C(F)(F)F)nc(NNc2nc(C(C)C)cc(C(F)(F)F)n2)n1	8.9%	-2.4%[7.66 µM]
Cc1nc2cnc(Oc3ccccc3)nc2n(CCc2ccccc2)c1=O	12.2%	-1.1%
S=C(CSc1ccccc1)Nc1cccc2ccccc12	-4.2%	-11.6%[7.66 µM]
CN(C)CCCNc1ncnc2nc[nH]c12	-3.1%	-5.7%[7.66 µM]
CCN(CC)C[C@@H](O)c1ccc2ccc3ccccc3c2c1	5.2%	-5.2%[7.66 µM]
CCNc1ncc2nc(CCc3ccccc3)c(=O)n(C)c2n1	2.7%	-2.3%
CC(C)CNc1nc(N)[nH]c(=O)c1NC=O	-14.2%	-0.7%[7.66 µM]
c1ccc(-c2ccc(N3CCCC4(CCNCC4)C3)cc2)cc1	13.9%	-2.4%
COc1ccc2c(c1)[N+](=O)C(/C(C)=N/NC(N)=S)=C(C)[N+]2=O	-1.0%	-5.3%[7.66 µM]
N=C(N)SCCc1ccccn1	-0.2%&-9.2%	-0.6%&-0.2%[7.66 µM]
O=S(=O)(c1ccccc1)N1CCC2(CC1)CN(c1ccccc1)C2	-5.0%	-3.2%
Cc1cc(O)c(C(C)C)cc1CN1CCCCC1	-2.8%	1.1%[7.66 µM]
O=C(c1cccc(F)c1)N1CCC2(CC1)CCN(c1ccccc1)CC2	5.6%	-1.3%
CC1(C)COCN1COC1CCCCC1	5.1%	-4.6%[7.66 µM]
COC(=O)c1cc(=O)[nH]c(=O)[nH]1	6.4%	-1.8%[7.66 µM]
COc1ccc2c(c1)CCc1c(-c3noc4c3CCc3cc(OC)ccc3-4)noc1-2	4.8%	-0.7%[7.66 µM]
COc1ccc(C(=O)N2CCC3(CCCN(c4ccccn4)C3)CC2)cc1	4.1%	0.1%
CC(C)=CCNc1ncnc2c1c(C#N)cn2[C@H]1O[C@@H](CO)[C@@H](O)[C@@H]1O	2.1%	-3.2%[7.66 µM]
NS(=O)(=O)c1ccc(N=Nc2ncccc2O)cc1	6.5%	-4.5%[7.66 µM]
O=C(c1csnn1)N1CCC[C@@]2(CCN(c3ccncc3)C2)C1	24.4%	-0.2%
COc1ccc(-n2c(=O)cnc3cnc(Nc4ccccc4)nc32)cc1	-9.0%	-2.8%
N#CCCn1c(=O)c(-c2cc(F)cc(F)c2)nc2cnc(Oc3cccc(Cl)c3)nc21	11.5%	-1.9%
COc1cccc(Nc2ncc3nc(-c4ccc(F)cc4)c(=O)n(CCC#N)c3n2)c1	2.6%	-0.2%
CC[C@H](c1ccccc1)c1cc(C(C)(C)C)cc(C(C)(C)C)c1O	-5.1%	-1.4%[7.66 µM]
CC(=O)N1CCC2(CC1)CN(c1ccncc1)C2	-8.5%	-1.6%
O=C(O)[C@H](/C=C\c1ccccc1)c1ccccc1	-7.2%	-2.2%[7.66 µM]
Cn1c(=O)c(-c2ccccc2)nc2cnc(N3CCNCC3)nc21	-4.0%	-0.8%
Cn1cccc1C(=O)N1CCC2(CC1)CCN(c1cccc(-c3ccccc3)c1)CC2	19.5%	-7.4%
OC1CC2CC[C@H](C1)N2CCCN1c2ccccc2Sc2ccc(Cl)cc21 (some centres undefined)	14.5%	-1.5%[7.66 µM]
O=C(Oc1ccccc1)N1CCC2(CC1)CN(c1ncccn1)C2	3.4%	-1.2%
O=C(c1cccc(F)c1)N1CCC[C@@]2(CCN(Cc3ccncc3)C2)C1	5.0%	1.2%
COc1cc2c(cc1O)[C@@H](c1cc(O)c(O)c(OC)c1)[C@@](O)(C(=O)O)[C@@H](CO)[C@@H]2O	-2.8%	-6.0%[7.66 µM]
O=C(O)CCCSc1ccccc1	-3.0%	-4.6%[7.66 µM]
C[C@@](N)(Cc1c[nH]c2ccccc12)C(=O)O	4.1%	-9.2%[7.66 µM]
Cn1cccc1C(=O)N1CCC2(CCN(Cc3ccncc3)CC2)CC1	9.9%	-1.6%
COC(=O)N1CCC[C@@]2(CCN(c3ccncc3)C2)C1	6.6%	-2.4%
N#Cc1cccc(NC(=O)N2CC[C@@]3(CCCN(S(=O)(=O)c4ccccc4)C3)C2)c1	2.9%	-2.8%
c1ccc(CCNc2ccccn2)nc1	-1.1%	-8.2%[7.66 µM]
CCNc1ncc2nc(-c3ccc(F)cc3)c(=O)n(CCC#N)c2n1	10µM*	-4.0%
Clc1ccc(Cl)c(SCCCN2CCNCC2)c1	17.4%	-2.5%[7.66 µM]
Nc1nc(SCC(=O)c2ccc(Br)cc2)c2[nH]cnc2n1	-1.3%	-8.8%[7.66 µM]
Nc1ncnc2nc(-c3ccc(C[P+](c4ccccc4)(c4ccccc4)c4ccccc4)cc3)[nH]c12	18.8%	-4.9%[7.66 µM]
O=[N+]([O-])c1ccc2c(N=Nc3ccc4ccccc4c3O)c(O)cc(S(=O)(=O)O)c2c1	8.4%	-15.7%[7.66 µM]
NC(=[SH+])N=N/C=C1/C=CC=CN1.O=S(=O)(O)O.[Fe]	-4.8%	0.5%[7.66 µM]
O=C(Nc1nn[nH]n1)c1nc(-c2ccccc2)cc(=O)[nH]1	-8.3%	-1.0%[7.66 µM]
O=C(O)c1cscc1Cc1cccs1	-15.6%	-3.0%[7.66 µM]
O=C(c1cccc(F)c1)N1CCC2(CCCN(Cc3ccncc3)C2)CC1	35.3%[activator]	1.6%
Cc1ccc(CSC(N)=Nc2ccccc2)cc1C	-0.6%	-2.6%[7.66 µM]
O=C(c1csnn1)N1CCC2(CCCN(c3ccccc3)C2)CC1	1.1%	2.8%

Reformatted: entries from further up
O=[N+]([O-])c1ccc2c(N=Nc3ccc4ccccc4c3O)c(O)cc(S(=O)(=O)O)c2c1
  IMPase Li cell: 8.4%
  KinaseGlo FLuc: -15.7%[7.66 µM]
NC(=[SH+])N=N/C=C1/C=CC=CN1.O=S(=O)(O)O.[Fe]
  IMPase Li cell: -4.8%
  KinaseGlo FLuc: 0.5%[7.66 µM]
O=C(Nc1nn[nH]n1)c1nc(-c2ccccc2)cc(=O)[nH]1
  IMPase Li cell: -8.3%
  KinaseGlo FLuc: -1.0%[7.66 µM]
O=C(O)c1cscc1Cc1cccs1
  IMPase Li cell: -15.6%
  KinaseGlo FLuc: -3.0%[7.66 µM]

Further entries:
SMILES	IMPase Li cell	KinaseGlo FLuc
O=c1c(-c2ccccc2)nc2cncnc2n1C1CC1	-4.0%	-1.9%
NS(=O)(=O)c1ccc(N=Nc2ccc[nH]c2=O)cc1	5.1%	-5.5%[7.66 µM]
CCNc1ncc2nc(CCc3ccccc3)c(=O)n(-c3ccc(OC)cc3)c2n1	5.5%	-1.1%
Cc1cccc(Cl)c1NC[C@H](O)CN1CCN(C)CC1	1.0%	-2.7%[7.66 µM]
CC(C)NC(=O)N1CCCC2(CCN(C(=O)c3ccco3)CC2)C1	-9.3%	-1.2%
NC(=O)N[C@H](CC(=O)O)C(=O)O	-1.8%	-2.5%[7.66 µM]
CC(C)[C@H](Nc1ncnc2nc[nH]c12)C(=O)O	-6.2%	-1.0%[7.66 µM]
Nc1nc2c(c(=O)[nH]1)CN(c1ccc(S(N)(=O)=O)cc1)CN2	4.6%	0.7%[7.66 µM]
CN(C)CCCN1c2ccccc2Sc2cnccc21	7.2%	-2.6%[7.66 µM]
O=c1c(-c2ccc(Cl)cc2)nc2cncnc2n1Cc1ccccc1	9.9%	2.2%
Cc1[nH]n(-c2ccc(S(=O)(=O)O)cc2)c(=O)c1N=Nc1ccccc1	-2.0%	-4.6%[7.66 µM]
Cn1cccc1C(=O)N1CCC[C@@]2(CCN(C(c3ccccc3)c3ccccc3)C2)C1	2.8%	-0.9%
CC(C)[C@H](Sc1nc(N)nc2nc[nH]c12)C(=O)O	2.8%	-3.6%[7.66 µM]
O=C(c1ccco1)N1CCC2(CCCN(Cc3ccccc3)C2)CC1	33.3%	-0.8%
CN1CCCC[C@@H]1CCN1CCCCC1	-3.2%	-0.2%[7.66 µM]
Cc1cc(-c2cc(C)c(O)c(C(C)(C)C)c2)cc(C(C)(C)C)c1O	0.7%	0.6%[7.66 µM]
S=C(S)NCCN1CCNCC1	2.1%	-6.2%[7.66 µM]
S=C1NCN2CCN(CC2)CNC(=S)C(=S)NCN2CCN(CC2)CNC1=S	0.6%	-8.1%[7.66 µM]
CN(Cc1cc(C(C)(C)C)cc(Br)c1O)Cc1cc(C(C)(C)C)cc(Br)c1O	2.3%	-8.3%[7.66 µM]
COC(=O)N1CCC2(CC1)CN(c1ccncc1)C2	12.6%	-0.5%
CCC(=O)[C@@H](c1ccccc1)c1ccccn1	-7.9%	-2.6%[7.66 µM]
O=C(c1cnccn1)N1CCC[C@@]2(CCN(c3ccccc3)C2)C1	20.3%	-3.9%
O=C(c1ccncc1)N1CCC2(CCCN(c3ccc(-c4ccccc4)cc3)C2)CC1	9.2%	1.4%
O=C(c1csnn1)N1CCC2(CCN(Cc3ccccc3)CC2)CC1	31.1%[activator]	0.7%
Cc1noc(C)c1C(=O)N1CCC[C@@]2(CCN(c3ccccn3)C2)C1	2.1%	-3.0%
C/C(=N/Nc1ccc2ccccc2n1)c1ccccc1O	-3.3%	-10.2%[7.66 µM]
